# BAZ2B inh – BAZ2B (human) inhibition | Q9UIF8 | AlphaScreen BAZ2B-H3K14Ac peptide displacement | 360,000 tested, 4.4% active | Potency, µM (titrated, usually from 114 µM), for inactives: at the top dose activity change, negative = inhibition, most hits filed as inhibitors; note: % is set by controls: 0 for no effect and ±100 for the full control effect; nearly all actives have a fitted effect of over 60% in size
#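 AlphaScreen displacement: compounds (up to 110uM) incubated 30 min at room temperature with a preformed 50 nM BAZ2B/50 nM biotinylated H3K14Ac peptide complex in PBS pH 7.4 with Tween-20. Donor and acceptor beads at 10 ug/mL final added, 20 min light-protected before reading.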
# Anesthetic bind – binds horse apoferritin like a general anesthetic. P02791. apoferritin/1-aminoanthracene competitive binding, fluorescence. Potency, µM (highest dose often 77.5 µM), without a hit: at the highest dose activity change, negative = displacement, actives largely listed as inhibitors. 350,000 tested, 0.074% active; note: % is set by controls: 0 for no effect and ±100 for the full control effect; nearly all actives have a fitted effect of over 20% in size
# Target sequence (P02791 2-175 limits assumed): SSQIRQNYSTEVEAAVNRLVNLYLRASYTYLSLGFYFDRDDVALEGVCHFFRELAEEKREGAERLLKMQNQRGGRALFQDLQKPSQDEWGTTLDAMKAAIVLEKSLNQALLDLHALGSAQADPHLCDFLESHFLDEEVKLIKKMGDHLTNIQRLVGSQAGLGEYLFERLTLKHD
#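 Read-out: endpoint 1-AMA fluorescence, excitation 380 nm and emission 535 nm, after compounds sit 10 min at room temperature with 10 uM horse-spleen apoferritin in 50% saturated 1-AMA/PBS. Values come from four-parameter Hill fits.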
# POLH inh – DNA polymerase eta (human) inhibition | 390,000 tested, 1.2% active | Potency, µM (doses to about 114 µM), for inactives: top-dose activity change, negative = inhibition, hits mostly inhibitors | Q9Y253 | AID 588591 | recombinant Pol eta, fluorescent DNA replication assay; note: % is set by controls: 0 for no effect and ±100 for the full control effect
#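 Fluorescent replication assay: 50 nM final substrate added after a 15 min room-temperature compound preincubation with 10 nM enzyme. Signal taken at 0 min and again at 10 min.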
# POLI inh – inhibitors of human DNA polymerase iota; Q9UNA4; AID 588590; 390,000 tested, 1% active; Potency, µM (doses to about 115 µM), for the others: top-dose activity, negative = inhibition, hits mostly inhibitors; Pol iota fluorescent replication assay, 10 min
# Target sequence (Q9UNA4 whole entry, looked up): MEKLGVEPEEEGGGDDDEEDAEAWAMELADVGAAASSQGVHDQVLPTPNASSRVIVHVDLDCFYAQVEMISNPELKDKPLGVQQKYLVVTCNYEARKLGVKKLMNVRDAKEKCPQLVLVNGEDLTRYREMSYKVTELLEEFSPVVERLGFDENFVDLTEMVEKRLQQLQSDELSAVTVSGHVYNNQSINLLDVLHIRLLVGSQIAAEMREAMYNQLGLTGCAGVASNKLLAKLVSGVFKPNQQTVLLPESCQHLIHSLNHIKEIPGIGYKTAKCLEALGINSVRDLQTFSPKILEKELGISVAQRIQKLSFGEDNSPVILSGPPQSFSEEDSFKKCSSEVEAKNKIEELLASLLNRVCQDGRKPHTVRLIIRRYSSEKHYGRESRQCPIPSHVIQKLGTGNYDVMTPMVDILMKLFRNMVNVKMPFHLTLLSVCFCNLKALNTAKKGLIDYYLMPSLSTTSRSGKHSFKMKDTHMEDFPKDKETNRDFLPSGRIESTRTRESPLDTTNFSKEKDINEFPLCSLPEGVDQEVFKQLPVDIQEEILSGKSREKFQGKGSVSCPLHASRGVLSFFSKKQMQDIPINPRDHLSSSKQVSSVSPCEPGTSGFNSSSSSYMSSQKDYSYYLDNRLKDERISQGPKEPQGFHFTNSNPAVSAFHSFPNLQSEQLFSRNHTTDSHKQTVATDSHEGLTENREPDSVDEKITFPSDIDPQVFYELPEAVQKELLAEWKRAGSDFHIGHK
#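 Fluorescent replication assay read twice, at 0 min and 10 min after adding 50 nM (final) substrate. Enzyme (10 nM) and compounds were first incubated 15 min at room temperature; enzyme-free buffer wells were negative controls.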
# Pol kappa inh – inhibitors of human DNA polymerase kappa | Q9UBT6 | purified Pol kappa, fluorescent DNA synthesis assay, 10 min | Potency, µM (top dose mostly 107 µM), inactives show top-dose activity, negative = inhibition, actives largely listed as inhibitors | 400,000 tested, 0.53% active; note: % is set by controls: 0 for no effect and ±100 for the full control effect
#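 Readout: fluorescence, taken kinetically at 0 and 10 min. Conditions: 10 nM Pol kappa, 15 min RT compound preincubation, 50 nM substrate final. Controls: enzyme-free buffer wells.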
# Pol beta inh – DNA polymerase beta (human) inhibition | Potency, µM (titrated, usually from 114 µM), inactives show top-dose activity change, negative = inhibition, hits mostly inhibitors | P06746 | 340,000 tested, 1.3% active | Pol beta primer extension/strand displacement, fluorescence kinetic; note: % is set by controls: 0 for no effect and ±100 for the full control effect
#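 Pol beta (10 nM) and compounds were preincubated 15 min at room temperature, then 50 nM substrate (final) started primer extension/strand displacement. Reads were taken at 0 and 10 min; concentration-response data were fitted to a four-parameter Hill equation.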
# APEX1 inh – blocks human APE1 abasic DNA cleavage | recombinant APE1, TAMRA/BHQ-2 abasic DNA cleavage fluorescence | P27695 | AID 2517 | 350,000 tested, 0.35% active | Potency, µM (series often up to 65.8 µM), for the others: at the top dose activity change, negative = inhibition, hits mostly inhibitors;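 note: plate controls were vehicle for no effect and reference inhibitor for full effect; nearly all actives have a fitted effect of over 55% in size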
#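 Activity was derived from the fluorescence gain between first and third kinetic reads (60 s intervals, ex 525/em 598 nm) after 50 nM THF-abasic TAMRA/BHQ-2 duplex was added to 0.75 nM APE1 preincubated 15 min with compound.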
# G9a block – G9a (human) methyltransferase inhibition. Q96KQ7. G9a H3K9 monomethylation, AlphaScreen, 2 h. Potency, µM (titrated, usually from 102 µM), for the others: at the top dose activity, negative = inhibition, usual class: inhibitors. 350,000 tested, 8.8% active; note: % is set by controls: 0 for no effect and ±100 for the full control effect; nearly all actives have a fitted effect of over 75% in size
#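 G9a (20 nM) was preincubated 15 min with compound, then reacted 2 h at room temperature with 500 nM biotin-H3K9 peptide and 20 µM SAM. Monomethyl-H3K9 detected by AlphaScreen using anti-H3K9me1 antibody.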
# BLM helicase inh – Bloom syndrome helicase (human) inhibition. recombinant BLM DNA unwinding, fluorescence dequenching. Potency, µM (titrated, usually from 56.1 µM), for inactives: top-dose activity change, negative = inhibition, hits mostly inhibitors. AID 2528. 350,000 tested, 0.2% active;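 note: plate controls were vehicle for no effect and no enzyme for full effect; nearly all actives have a fitted effect of over 35% in size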
# Starred values were filed as active, the others as inactive; ? = inconclusive; nt = not tested or not shown; [ ] = dose if it differs, or a comment. Calls come from the whole dose curve; as a rule, active = well fitted curve in the direction sought with a large enough effect; inconclusive = small, poorly fitted or top-dose-only effect, or another doubt; inactive = no such curve, though single readings can be large; an effect the other way counts as inactive or inconclusive. Potency is the fitted concentration of half-maximal effect.
entry	SMILES	BAZ2B inh	POLH inh	Pol kappa inh	Anesthetic bind	APEX1 inh	G9a block	Pol beta inh	BLM helicase inh	POLI inh
1	CC1(O)CC(=O)N(c2ccccc2)O1 (centres undefined)	7%[57.1 µM]	-5%	-14%	-11%	0%	?	6%	-4%	13%
2	CC(C)c1cc(C(=O)NCc2cccnc2)no1	-4%	-21%	0%	6%	-2%	-4%[59 µM]	-9%	-1%	8%[58.9 µM]
3	Cc1ccc(-c2nn(-c3ccccc3)cc2/C=N/NC(=O)c2ccc(Br)o2)cc1	-28%	-1%	-4%	-18%	-2%	1%[12.7 µM]	-2%	-4%	2%
4	CC(C)N1CCC(N2CCN(Cc3ccc(C#CC(C)(C)O)s3)CC2CCO)CC1 (centres undefined)	1%	0%	-16%	-11%	3%	5%	-15%	-4%	22%
5	Cc1c(C(=O)OCCOc2ccccc2)[nH]c2c1C(=O)CC(c1ccc(C(C)(C)C)cc1)C2 (centres undefined)	-7%	-3%	-18%	-15%	nt	-3%[59 µM]	-25%	0%	6%
6	CC(=O)c1ccc(-c2ccc(C(=O)NCC(c3ccc(F)cc3)N3CCOCC3)o2)cc1 (centres undefined)	-4%	-12%	0%	nt	15%	4%[0.501 µM]	nt	nt	125%[activator]
7	CCCCC(c1nnnn1CCOC)N1CCN(C(=O)c2ccco2)CC1 (centres undefined)	50µM*	-14%	-6%	7%	9%	?	13%	-1%	-9%
8	COc1ccccc1N(C)S(=O)(=O)c1ccc(C(=O)OCC(=O)Nc2cc(C)on2)cc1	-8%	-25%	-1%	-23%	-1%	11%	-18%	-7%	31%[activator]
9	CCc1cc(=O)oc2c(C)c(OCC(=O)NC3CC(C)(C)NC(C)(C)C3)ccc12	3%	-12%	35%	-8%	-2%	19%	-3%	34%[activator]	-15%
10	Cc1ccc(C(=O)Nc2nc3ccccc3n3nnnc23)cc1	?	-15%	-4%	-6%	21%	22%[0.0925 µM]	1%	-1%	41%[activator]
11	CCOc1ccc(N2CC(C(=O)NCCc3c[nH]c4ccc(OC)cc34)CC2=O)cc1 (centres undefined)	-16%	-1%	-6%	-11%	-7%	-12%	4%	2%	77%[activator]
12	COc1ccc(C(=O)NCc2cccnc2)cc1C(=O)NCc1cccnc1	-3%	-15%	3%[60.1 µM]	4%[29.3 µM]	48%[activator]	27%[59 µM]	-7%[57.1 µM]	2%[21.4 µM]	-5%
13	COc1ccc(N2CC(O)=C(c3nc(-c4ccccc4)cs3)C2=N)cc1	3%	12%	5%	1%	12%	11%[59 µM]	15%	-5%	?
14	Cc1ccc(-c2nc(CN3CCCC(C(=O)N4CCOCC4)C3)c(C)o2)cc1 (centres undefined)	9%	-7%	-3%	?	-3%	80%[activator]	27%	-2%	-30%
15	Cc1ccc(C)n1-c1nn(S(=O)(=O)c2ccccc2)c2cccc(F)c12	-13%	-7%	-1%	-14%	-2%	-34%	-5%	-10%	-16%
16	COc1cc(C(=O)Nc2nc(-c3cccs3)cs2)cc(OC)c1OC	-39%	-1%	-10%	-24%	?	-32%[59 µM]	-27%	3%	-12%
17	CCC(=O)N(CCCN(C)C)c1nc(-c2cc(OC)ccc2OC)cs1	-28%	-2%	-8%	-12%	0%	?	-2%	7%	-17%
18	Cc1ccc2c(c1)N(CC(=O)N1CCCc3ccccc31)C(=O)C(C)O2 (centres undefined)	13%	-8%	8%	-13%	-4%	-11%	5%	0%	12%
19	Cc1cccc(-n2c(-c3ccncc3)n[nH]c2=S)c1	3%	-4%	1%	3%	-11%	1.3µM*	-9%	3%	-3%
20	O=C(COc1ccc(F)cc1)NC1CC1	4%	-12%	-3%	-10%	-2%	14%	28%	0%	20%

# A different layout for part of the listing above.
13	COc1ccc(N2CC(O)=C(c3nc(-c4ccccc4)cs3)C2=N)cc1
14	Cc1ccc(-c2nc(CN3CCCC(C(=O)N4CCOCC4)C3)c(C)o2)cc1 (centres undefined)
15	Cc1ccc(C)n1-c1nn(S(=O)(=O)c2ccccc2)c2cccc(F)c12
16	COc1cc(C(=O)Nc2nc(-c3cccs3)cs2)cc(OC)c1OC
assay / compound | 13 | 14 | 15 | 16
BAZ2B inh | 3% | 9% | -13% | -39%
POLH inh | 12% | -7% | -7% | -1%
Pol kappa inh | 5% | -3% | -1% | -10%
Anesthetic bind | 1% | ? | -14% | -24%
APEX1 inh | 12% | -3% | -2% | ?
G9a block | 11%[59 µM] | 80%[activator] | -34% | -32%[59 µM]
Pol beta inh | 15% | 27% | -5% | -27%
BLM helicase inh | -5% | -2% | -10% | 3%
POLI inh | ? | -30% | -16% | -12%

# The list goes on.
entry	SMILES	BAZ2B inh	POLH inh	Pol kappa inh	Anesthetic bind	APEX1 inh	G9a block	Pol beta inh	BLM helicase inh	POLI inh
21	Cc1ccc(C)c(NC(=O)COC(=O)c2ccc3ccccc3n2)c1	-2%	-12%	-4%	nt	-13%	65%[activator][2.33 µM]	nt	nt	3%
22	O=C(Nc1nnc(Cc2ccc(F)cc2)s1)Nc1ccccc1F	6%	4%	-11%	-8%	4%	nt	19%	-2%	6%
23	Nc1c(C(=O)CSc2nc3ccccc3o2)c(=O)[nH]c(=O)n1C1CC1	10%	2%	-12%	nt	3%	-4%[59 µM]	nt	nt	4%
24	Cc1c(CN2CCCC(C(=O)c3cccc(OC(C)C)c3)C2)c(=O)n(-c2ccccc2)n1C (centres undefined)	-15%	-8%	1%	-17%	1%	19%	-1%	0%	24%
25	CSc1ccccc1OCc1cc(C(=O)NC2CCc3ccccc32)no1 (centres undefined)	10%	-6%	8%	?	90%	-4%	42%	-2%	36%[activator]
26	Cc1sc(NC(=O)CCC(=O)O)c(C(N)=O)c1-c1ccccc1	-1%	-22%	-15%	7%	-2%	10µM*	16%	0%	15%
27	Cc1ccc(NC(=O)COC(=O)c2ccc(S(=O)(=O)N3CCCCC3)cc2)cc1	9%	-7%	1%	nt	3%	-2%[12.7 µM]	nt	nt	0%
28	COc1cc2ncnc(NCc3cccc(Cl)c3)c2cc1OC	-4%	-12%	-3%	-5%	-3%	40µM*	0%	1%	-9%
29	COC(=O)CCC(=O)NNC(=O)C1CC1(c1ccccc1)c1ccccc1 (centres undefined)	-4%	10%	2%	-4%	27%	40%	-2%	0%	-3%
30	COc1cc(C(=O)Nc2ccncc2)cc(OC)c1OC	6%	-5%	-1%	-5%	-5%	-12%	-2%	2%	25%
31	COc1ccc(-c2nnn(Cc3nn[nH]n3)n2)cc1OC	?	-14%	-9%	-19%	-2%	?	-9%	1%	-4%
32	CCc1cccc(OCCn2nc(C(=O)O)c3ccccc3c2=O)c1	0%	-6%	-5%	?	-2%	0%	-21%	-4%	-20%
33	Nc1nonc1-c1noc(N2CCCCC2)n1	6%	-14%	-14%	-8%	-8%	?	37%	-4%	7%
34	Cc1ccc(S(=O)(=O)N2CCCC(C(=O)Nc3ccc(C(=O)O)cc3)C2)cc1Cl (centres undefined)	-4%	-2%	-24%	-6%	5%	-29%	-5%	3%	10%
35	CCN(CC)C(=O)CSc1nc2sc3c(c2c(=O)n1CCOC)CCC3	-11%	-1%	-22%	-10%	-3%	nt	9%	-5%	13%
36	N/C(Cc1ccc(Cl)c(Cl)c1)=N\OC(=O)c1ccc(Br)o1	-4%	-22%	-8%	-11%	2%	12%	?	-8%	17%
37	COCCNC(=O)CN(Cc1ccccc1)S(=O)(=O)c1ccc2nc(C)sc2c1	5%	-9%	7%	0%	14%	20%	-1%	-1%	35%
38	COc1cccc(NC(=O)C2CCN(C(=O)[C@@H]3Cc4ccccc4CN3)CC2)c1	-19%	-19%	-2%	-9%	17%	?	11%	-2%	-4%
39	Cc1cc(C)cc(NC(=O)C2CCCN2/C=C/C(=O)C(F)(F)F)c1 (centres undefined)	2%	-9%	1%	5%	1%	14%	11%	2%	10%
40	CCC12CN3CCN(CC(C3)/C1=N\NC(=O)Nc1ccccc1)C2	7%	-1%	-10%	-3%	-1%	14%	1%	-12%	94%[activator]
41	CC(=O)c1cccc(S(=O)(=O)Nc2cc(C(F)(F)F)ccc2N2CCOCC2)c1	2%	-2%	-16%	nt	11%	13%[12.7 µM]	nt	nt	10%
42	O=C(CCn1nc(-c2ccc(Cl)cc2)ccc1=O)NCc1cccnc1	1%	-20%	-6%	-13%	11%	-2%[59 µM]	22%	2%	-4%[58.9 µM]
43	CCOC(=O)c1c(C)nc2c(c1-c1cc(OC)ccc1OC)C(=O)c1ccccc1-2	?	-11%	-13%	-4%	-4%	?	-2%	-4%	39%
44	CCN(CC)S(=O)(=O)c1ccc2c(c1)N(CC(=O)NCCc1ccc(S(N)(=O)=O)cc1)C(=O)CO2	18%	-5%	-1%	-7%	17%	-6%	11%	2%	-4%
45	Cc1nc2cc(N3CCCCC3)c(NC(=O)c3ccncc3)cc2c(=O)n1Cc1ccc(Cl)cc1	7%	nt	nt	-8%	3%	-7%	0%	-3%	nt
46	Cc1cc(C)c(C)c(S(=O)(=O)N2CCN(C(=O)c3ccccn3)CC2)c1C	13%	-14%	-2%	nt	3%	15%[2.33 µM]	nt	nt	13%
47	c1ccc2c(c1)COC(CNC1CCCCC1)OC2	-13%	-8%	-5%	-2%	5%	2%	0%	2%	-6%
48	CC1CCCCC1NC(=O)CSCC(=O)O (centres undefined)	9%	-13%	-7%	-13%	2%	-8%[59 µM]	-17%	0%	2%
49	CCOC(=O)c1c(CN(C)C)n(-c2ccccc2)c2cc(Br)c(O)cc12	-26%	-27%	-1%	-13%	11%	?	?	22%	54%[activator]
50	CN(C)c1ccc(CNS(=O)(=O)c2ccc3[nH]c4c(c3c2)CCCCC4)cc1	3%[57.1 µM]	-11%	-7%	-12%	nt	?	9%	1%	25%
51	CCOC(=O)c1cc(-c2ccc(OC)cc2OC)nn1-c1ccc(C(=O)O)cc1	-14%	10%	-7%	-5%	4%	-49%	-1%	-1%	11%
52	O=C1CCC(C(=O)NCc2ccc3c(c2)OCO3)N1 (centres undefined)	-16%	8%	-8%	1%	-6%	4%	-5%	-2%	17%
53	O=c1c2ccccc2oc2nc(C3CCCCC3)n(Cc3ccco3)c(=O)c12	?	-1%	-5%	-19%	19%	-49%	-1%	3%	6%
54	Cc1ccc(C(=O)CSc2nnc(-c3ccccc3N)n2C)cc1C	3%	-12%	-29%	-4%	3%	-7%[59 µM]	0%	4%	36%[activator]

# Bioassay records deposited in PubChem BioAssay by National Center for Advancing Translational Sciences (NCATS).

# Some of the compounds tested. The share of hits here may be higher or lower than overall.
